Screening data as filed in PubChem BioAssay.
Hck Nef HTS = inhibitors of Nef-activated human Hck kinase, primary screen, biochemical, Z-Lyte FRET, 384-well, Hck-YEEI | AID 463187, 2010 | Tyrosine-protein kinase HCK (Homo sapiens), P08631 | 0.68% of 220,000 active | inhibition, % at 20 µM | Recombinant Hck-YEEI plus Nef, Z-Lyte FRET kinase assay;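 active = Hck-Nef kinase inhibition above about 50%, limit read from the data; inactive = inhibition below that limit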;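 also: 0% = DMSO with Hck plus Nef and 100% = Hck alone without Nef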
NPY1 pot ag = NPY-Y1 receptor potentiators or agonists, primary screen, cell-based; Neuropeptide Y receptor type 1 (Homo sapiens), P25929; NPY-Y1 expressing cells, potentiator/agonist activation; activation, % at 3.6 µM; 0.37% of 220,000 active; in the data active = activation above about 33%, passing the limit was not always enough;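 also: cells stimulated with NPY at EC10 then isoproterenol at EC100; 0% = low agonist plus stimulus and 100% = saturating agonist plus stimulus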
NPY-Y1 antag = NPY-Y1 receptor antagonists, primary screen, cell-based | 1% of 200,000 active | HEK293-CNG Y1 cells, membrane potential fluorescence; NPY at EC95, then isoproterenol | Neuropeptide Y receptor type 1 (Homo sapiens), P25929 | inhibition, % at 3.6 µM;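 active = inhibition above the campaign mean inhibition of all tested compounds plus 3 SD, cut at about 20% in these data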;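 also: 0% = DMSO wells given NPY plus isoproterenol and 100% = isoproterenol alone without NPY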
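Material: Y1- and CNG-channel-expressing HEK293 cells / Probe or stimulus: NPY 25 nM then isoproterenol 1 µM plus Ro 20-1724 25 µM / Doses: 3.6 µM single dose, DMSO 0.4% / Schedule: compound incubation 1 h at room temperature, readout 45 min post-stimulation / Signal: membrane potential fluorescence / Benchmarks: isoproterenol-only wells as full block versus NPY-plus-isoproterenol wells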
p97 inhibitor = inhibitors of human p97 ATPase, primary screen, biochemical; AID 1481, 2009; 0.42% of 220,000 active; Transitional endoplasmic reticulum ATPase (Homo sapiens), P55072; inhibition, % at 8 µM; recombinant p97 ATPase, Kinase-Glo ATP luminescence, 3 h; in the data active = inhibition above about 15%;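 also: 0% = DMSO vehicle and 100% = wells lacking enzyme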
Runt-CBFb FRET = inhibitors of RUNX1 Runt–CBFb binding, primary screen, biochemical, FRET, Cerulean-Runt, Venus-CBFb, uHTS; Runt-related transcription factor 1 (Homo sapiens) + Core-binding factor subunit beta …; Cerulean-Runt/Venus-CBFb FRET ratio 530/480, 1 h; inhibition, % at 20 µM; 0.46% of 220,000 active;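 active = inhibition over about 50% at 20 µM in the single-dose screen, limit read from the data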;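 also: 0% = DMSO wells and 100% = excess unlabeled CBFb competitor control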
Target sequence (Q01196 whole entry, looked up): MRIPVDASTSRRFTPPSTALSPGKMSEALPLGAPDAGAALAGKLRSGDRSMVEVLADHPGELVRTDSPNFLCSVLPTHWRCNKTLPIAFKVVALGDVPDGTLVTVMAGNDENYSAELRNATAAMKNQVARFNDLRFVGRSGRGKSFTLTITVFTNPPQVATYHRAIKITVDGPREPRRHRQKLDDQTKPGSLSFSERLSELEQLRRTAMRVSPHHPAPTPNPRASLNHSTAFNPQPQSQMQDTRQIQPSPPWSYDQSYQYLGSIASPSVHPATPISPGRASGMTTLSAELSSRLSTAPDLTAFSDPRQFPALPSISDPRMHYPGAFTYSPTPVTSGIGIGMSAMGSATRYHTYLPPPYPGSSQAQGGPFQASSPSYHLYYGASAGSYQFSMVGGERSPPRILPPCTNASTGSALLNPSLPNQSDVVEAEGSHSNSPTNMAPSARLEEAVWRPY
Target sequence (Q13951 whole entry, looked up): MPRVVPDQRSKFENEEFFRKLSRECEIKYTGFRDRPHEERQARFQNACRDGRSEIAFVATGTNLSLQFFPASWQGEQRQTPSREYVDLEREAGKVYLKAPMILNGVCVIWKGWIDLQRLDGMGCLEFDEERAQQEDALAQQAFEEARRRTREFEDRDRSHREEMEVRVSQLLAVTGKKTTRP
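Measured by: fluorescence energy transfer, 422 nm excitation, 530/480 nm emission; test system: Cerulean-tagged RUNX1 Runt domain (FRET donor) fusion protein; buffer or medium: Tris pH 7.5 buffer with BSA; compound: one dose, 20 µM compound, 1% DMSO; times: two 1 h room-temperature incubations shielded from light; benchmarks: unlabeled CBFb 5 µM, positive control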
Runt-SMMHC FRET = inhibitors of RUNX1 Runt–CBFb-SMMHC binding, primary screen, biochemical, FRET, Cerulean-Runt, Venus-CBFb-SMMHC, uHTS; Runt-related transcription factor 1 (Homo sapiens) + Core-binding factor subunit beta …; Cerulean-Runt/Venus-CBFb-SMMHC FRET ratio 530/480, 1 h; inhibition, % at 20 µM; 0.74% of 220,000 active;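 active = mean inhibition across duplicate retests at 20 µM reaching about 50%, limit read from the data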;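 also: 0% = DMSO wells and 100% = wells with excess untagged CBFb-SMMHC; inhibitors lower the FRET ratio by blocking Runt binding to CBFb-SMMHC; some results filed as inactive read as strong as hits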
Mdm2 ligase inh = MDM2-luciferase reporter signal enhancers, primary screen, MDM2 E3 ligase inhibitor project, cell-based, luminescence, 1536-well. E3 ubiquitin-protein ligase Mdm2 (Homo sapiens), Q00987. cell-based MDM2 ubiquitination luciferase reporter, 2 h; 0 = plate control, 100 = twice control, blank-subtracted. signal enhancement, % at 5 µM. 0.11% of 210,000 active;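 active = signal enhancement of 30% or more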;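 also: luminescence tracks abundance of the self-degrading MDM2-luciferase fusion protein; higher signal means inhibition of MDM2 E3 ligase activity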
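Test system: stable mammalian line carrying autodegrading MDM2–luciferase fusion reporter; quantity: 2000 cells in each well; times: 4 h cell settling then 2 h compound exposure, 37 °C; detection: luminescence with SteadyLite reagent, 15 min at room temperature; evaluation: percent signal gain over controls, blank-subtracted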
RBBP9 inh = human RBBP9 inhibitors, primary screen, biochemical, fluorescence polarization, FP-Rh probe, HTS; inhibition, % at 7.94 µM; 0.2% of 220,000 active; Serine hydrolase RBBP9 (Homo sapiens), O75884; recombinant RBBP9;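 active = inhibition above the campaign mean of all tested compounds plus 3 SD, cut at about 14% in these data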;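 also: plate controls were DMSO wells with RBBP9 for no effect and wells lacking RBBP9 protein for full effect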
Target sequence (O75884 whole entry, looked up): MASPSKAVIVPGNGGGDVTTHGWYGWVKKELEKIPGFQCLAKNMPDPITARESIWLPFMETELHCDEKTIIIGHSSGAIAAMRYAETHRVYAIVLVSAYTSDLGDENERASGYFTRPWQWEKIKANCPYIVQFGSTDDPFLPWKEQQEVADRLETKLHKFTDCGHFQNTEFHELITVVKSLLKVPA
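Measured by – fluorescence polarization · Test system – RBBP9 protein · Input – 2.5 µM RBBP9 dispensing solution, before mixing · Measure – percent inhibition from mP, scaled between DMSO and no-protein wells · Benchmarks – DMSO-treated enzyme wells and wells lacking RBBP9 · Times – preincubation 30 min plus labeling 45 min at 25 °C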
NPY-Y2 PAM-ag = NPY-Y2 potentiators or agonists, primary screen, cell-based; Neuropeptide Y receptor type 2 (Homo sapiens), P49146; 0.45% of 220,000 active; cells expressing NPY-Y2, potentiator/agonist read-out; activation, % at 3.6 µM; in the data active = activation above about 27%;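 also: cells stimulated with NPY near EC25 plus isoproterenol at EC100; 0% = vehicle plus submaximal agonist and 100% = vehicle plus saturating agonist; some results beyond the cut were filed as inactive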
Starred values were filed as active, the others as inactive; / = not tested or not shown. Outcome played no part in choosing rows (roughly 3.5% active in at least one column).

SMILES	Hck Nef HTS	NPY1 pot ag	NPY-Y1 antag	p97 inhibitor	Runt-CBFb FRET	Runt-SMMHC FRET	Mdm2 ligase inh	RBBP9 inh	NPY-Y2 PAM-ag
Cn1c(CCN2CCCCC2)nc2cc(NS(=O)(=O)c3ccc(F)cc3)ccc21	-1	8	-2	1	-1	3	-14	1	-1
O=C1c2cccc3cccc(c23)C(=O)N1OS(=O)(=O)c1ccc(Cl)cc1	2	-24	2	4	-1	1	-12	-5	-3
CC(=O)NNC(=O)c1csc(Cc2c(Cl)sc3ccc(Cl)cc23)n1	12	3	/	-1	2	1	-3	-8	-19
CN(C)c1ccnc2sc(C(=O)c3ccc(Br)cc3)c(N)c12	20	-4	-1	6	13	50	-5	5	6
COc1ccc(CCNC(=O)CCCOc2cccc(C)c2C)cc1OC	21	-12	/	-2	-2	-1	/	0	-29
COc1cccc(C(=O)Nc2nnc(-c3cccs3)o2)c1	0	-6	7	-3	4	-8	-19	-12	-13
COc1ccc(N2C(=O)CC(NCc3cccs3)C2=O)cc1 (configuration not stated)	-1	-11	0	1	0	-2	-5	-9	-12
O=C(OCc1ccc(Cl)cc1)c1cccnc1Cl	11	8	2	6	-1	-2	-2	-8	-3
CC(=O)Nc1cc2cc(NS(=O)(=O)c3ccc(C)cc3)ccc2oc1=O	24	8	/	3	-2	-2	-11	-7	-14
COc1ccc(Nc2nc(-c3c[nH]c4ccccc34)cs2)cc1	0	13	-10	1	14	13	-6	-10	9
O=C(Nc1ccc(Cl)cc1)Nc1ccc(S(=O)(=O)Nc2ncccn2)cc1	4	6	4	3	-1	-4	/	5	-4
Cc1cc(OCc2ccccc2)ccc1/C(O)=C1/C(=O)C(=O)N(Cc2cccnc2)C1c1ccncc1 (configuration not stated)	3	9	/	7	-2	-3	-2	-7	-11
COC1OC(CO)C(O)C(O)C1O (configuration not stated)	14	1	2	0	-1	-1	-2	1	-8
Cc1ccc(-n2[nH]c(C)c(CCC#N)c2=O)cc1	3	18	3	-3	-1	-1	-8	-6	1
C=C(C)Cn1cnc2cc(C)c(C)cc21	2	-3	4	0	-3	0	0	3	-4
O=C(CCC(=O)NNC(=O)Cc1ccccc1)NCc1ccccc1	22	-5	2	4	-2	-1	-2	-7	1
CC(=O)Oc1ccc(C(=O)Nc2cccc(C(=O)c3cccc(NC(=O)c4ccc(OC(C)=O)cc4)c3)c2)cc1	5	4	-7	0	-4	8	6	-6	-1
Cc1cccc(NC(=O)c2nc[nH]c2C(=O)Nc2ccccc2[N+](=O)[O-])c1	3	0	14	2	-3	-3	-3	4	1
Cc1c(/C(O)=C2\C(=O)C(=O)N(CCN(C)C)C2c2cccs2)cnn1-c1ccccc1 (configuration not stated)	0	3	1	-7	/	6	-22	-8	7
CCCNc1nc(-c2cc(-c3ccc(Cl)cc3)on2)cc(C(C)C)n1	33	/	/	/	2	0	-2	/	/
Clc1cc(Cl)cc(CSc2nnc(-c3sccc3-n3cccc3)o2)c1	2	-1	-5	1	-1	-34	11	-4	8
CC(C)c1nc2cc3ccccc3cc2[nH]1	-1	0	-4	1	-2	0	-32	-3	12
Cc1cc(C)nc(NCCC(=O)O)n1	19	0	3	1	1	6	-11	-7	11
Cc1cc2cc(CCNC(=O)c3cccs3)c(=O)[nH]c2cc1C	-4	-4	2	1	0	2	/	-7	-1
COC(=O)N/N=C/c1cc(Cl)c(OCc2ccccc2F)c(OC)c1	-6	-1	/	-11	0	3	-6	-8	-21
COCCOC(=O)/C=C1/NC(=O)CS1	2	-23	-6	5	0	6	1	2	9
O=C(c1ccc(F)cc1)N1CCCC(c2ccccc2)C1 (configuration not stated)	19	17	3	2	0	4	-5	-4	-7
COc1ccc(OCC(=O)NCCCn2ccnc2)cc1	22	1	/	10	1	-6	-7	-11	9
CN(C)/C=N/c1ncc(C(=O)c2ccc(-c3ccccc3)cc2)s1	16	4	2	-2	7	16	-4	-4	6
CCS(=O)CCSc1nc2ccccc2s1 (configuration not stated)	1	22	5	2	-3	-5	-36	5	0
CCN1C/C(=C/c2cccs2)c2nc3ccccc3c(C(=O)O)c2C1	2	12	/	7	-7	-30	-7	8	8
NNC(=O)C1CC1c1ccccc1 (configuration not stated)	2	-16	0	3	0	0	-5	-6	-1
CC(C)(C)C(=O)C(Cc1ccccc1)n1cncn1 (configuration not stated)	-1	-12	-1	0	-1	-4	0	-2	5
CCSc1nnc(NC(=O)Nc2cccc(C)c2)s1	8	3	/	-4	1	2	-10	-7	-7
COc1cccc(CNc2nc3ccccc3n2CCN2CCCCC2)c1OC	1	-17	42*	-1	-1	-4	-5	-10	0
COc1ccc(NC(=O)NC23CC4(C)CC(C)(CC(C)(C4)C2)C3)cc1OC	1	6	2	3	-6	-3	-12	-1	-1
CCOC(=O)CNc1nc(Cl)nc(Nc2ccc(Cl)cc2)n1	8	-9	/	-4	2	-2	/	-4	-20
Fc1ccccc1Cc1noc(CN2CCN(C/C=C/c3ccccc3)CC2)n1	4	-18	11	-1	-3	0	-21	-8	-17
COc1ccc(Cn2nnc3c(=O)[nH]c(C4CCN(C(=O)c5ccccc5Cl)CC4)nc32)cc1	3	-21	7	1	-6	-8	6	7	5
Cc1cc(C(=O)c2ccccc2)c(NC(=O)CCl)s1	1	-9	6	9	6	3	-8	-2	-1
Cc1cc(Cl)ccc1OCC(=O)NNC(=O)c1cnccn1	-18	-16	2	0	0	-1	-6	-4	11
Cc1[nH]c(=O)c(C#N)c2c1CCCC2	-1	-20	-4	7	1	-94	-18	-8	-32
COc1cc(-c2nc(-c3ccccn3)no2)cc(OC)c1OC	7	6	6	-2	-3	4	-14	-5	-4
CC(C)NC(=S)NC(=O)c1ccc(-c2ccccc2)cc1	-2	18	-3	-4	0	-2	-11	0	3
Cc1cc(NS(=O)(=O)c2ccc(Br)s2)no1	-13	-9	6	-5	/	/	/	-12	-8
O=C(NNC(=O)c1cccs1)c1ccc(Cl)cc1	1	-44	0	-2	1	3	-2	-8	-9
COc1ncnc2c1N=C1CC(C)(C)CC(N)=C1S2	2	-15	-6	3	3	-8	-33	-5	0
CCc1nc(NCCCCCO)c2nnn(Cc3ccccc3F)c2n1	0	-8	0	0	-1	2	-29	2	4
O=C(c1cc(-c2cccs2)nc2ccccc12)N1CCN(S(=O)(=O)c2ccccc2)CC1	4	-10	-4	4	0	0	-10	-2	-1
Cn1c(N)c(C(=O)NCc2ccccc2)sc1=S	-2	-7	-2	1	12	-2	-15	-1	-2
(continued)
SMILES	Hck Nef HTS	NPY1 pot ag	NPY-Y1 antag	p97 inhibitor	Runt-CBFb FRET	Runt-SMMHC FRET	Mdm2 ligase inh	RBBP9 inh	NPY-Y2 PAM-ag
CC(C)(C)NC(NC(=O)Cc1ccccc1)C(Cl)(Cl)Cl (configuration not stated)	1	14	0	1	/	-1	-4	-4	3
O=C(CSc1cccc2cccc(Cl)c12)OCC(=O)N1CCN(C(=O)c2ccco2)CC1	6	-18	12	2	0	0	-20	-5	-22
C=CCN1c2ccccc2[C@]23C[C@@H](C(=O)OC)N(C(=O)CC(C)C)C2=NC(C(=O)OC)=C(C(=O)OC)[C@H]13	28	/	/	/	0	3	9	/	/
O=C(NCCCn1ccnc1)c1cc(C2CC2)on1	-3	-18	-3	5	-1	4	11	-6	-3
O=c1c2ccccc2nc(-c2ccc(Cl)cc2Cl)n1O	23	-23	5	-4	2	0	-16	-4	-14
Cc1nnc(SCC(=O)Nc2nc(C(C)(C)C)cs2)s1	-19	-10	2	-1	2	2	-1	4	-21
CCCCC(=O)Nc1ccc(C(=O)NN2C(=O)c3ccccc3C2=O)cc1	0	14	0	-3	1	-2	-11	-2	8
COC(=O)C1=C(C)Nc2nnnn2C1c1cccs1 (configuration not stated)	0	-13	2	0	3	0	-10	2	1
COc1cc(OC)c(/C=N/NC(=O)COc2cccc3cccnc23)c(OC)c1	16	-14	/	-4	-1	-1	-5	-9	-12
COc1ccc(NC(=O)CN(C)CC(=O)Nc2ccc(Cl)cc2[N+](=O)[O-])cc1	26	-11	2	-3	-2	-3	6	1	-20
CCOC(=O)Cn1c(=O)c2c(nc(Br)n2CC(=O)OCC)n(C)c1=O	2	3	-1	4	0	0	-9	-10	12
CC(C)CC(COCc1cccc(Cl)c1)N1CCN(C(=O)c2cccc(C(F)(F)F)c2)CCC1=O (configuration not stated)	-9	10	10	-8	-12	-6	/	-7	2
COc1ccc(NC(=O)CSc2nc(NS(=O)(=O)c3ccc(C)cc3)cc(=O)[nH]2)cc1	0	-8	6	1	6	3	-15	-3	-9
Cc1nc(NC(=O)CN(C)S(=O)(=O)c2ccc(Br)cc2)sc1C	3	9	0	-1	2	4	-12	-6	4
CCOC(=O)c1[nH]c(C)c(/C(O)=C2\C(=O)C(=O)N(CCCN(C)C)C2c2ccncc2)c1C (configuration not stated)	1	0	3	1	0	2	-22	0	-8
CC(C)(C)N1CC(c2nc3ccccc3n2Cc2ccc(Cl)cc2)CC1=O (configuration not stated)	-15	2	3	0	-1	-2	1	-8	-24
Cc1nc2c(cc1C(=O)N/N=C/c1ccc(O)c(O)c1)c(=O)n(C)c(=O)n2C	-1	25	-3	8	8	13	-11	-8	0
